CBFb-RUNX1 inh = inhibitors of human CBF-beta and RUNX1 interaction; Q01196+Q13951; AlphaScreen CBFb-His/RUNX1-biotin binding, biochemical; Potency, µM (top dose mostly 59.8 µM), for the others: at the highest dose activity, negative = inhibition, actives largely listed as inhibitors; 230,000 tested, under 10 active; further: % of control where 0% means no effect
Target sequence (Q01196 whole entry, looked up): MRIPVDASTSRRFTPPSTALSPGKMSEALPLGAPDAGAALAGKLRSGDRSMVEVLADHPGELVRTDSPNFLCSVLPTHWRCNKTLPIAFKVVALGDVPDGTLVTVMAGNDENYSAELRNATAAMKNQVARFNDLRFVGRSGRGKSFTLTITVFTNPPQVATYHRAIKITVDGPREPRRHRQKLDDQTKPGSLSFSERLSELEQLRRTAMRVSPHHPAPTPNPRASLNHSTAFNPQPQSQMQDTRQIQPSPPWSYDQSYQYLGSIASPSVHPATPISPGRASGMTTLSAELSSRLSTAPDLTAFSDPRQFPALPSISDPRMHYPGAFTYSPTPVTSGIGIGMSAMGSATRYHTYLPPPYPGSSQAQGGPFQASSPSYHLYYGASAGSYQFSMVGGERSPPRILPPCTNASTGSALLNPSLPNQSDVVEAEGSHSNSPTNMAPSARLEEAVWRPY
Target sequence (Q13951 whole entry, looked up): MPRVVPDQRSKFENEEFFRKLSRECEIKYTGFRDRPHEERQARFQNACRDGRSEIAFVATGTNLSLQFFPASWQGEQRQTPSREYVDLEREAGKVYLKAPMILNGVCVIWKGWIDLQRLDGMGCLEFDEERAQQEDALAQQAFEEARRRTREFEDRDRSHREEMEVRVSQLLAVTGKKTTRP
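AlphaScreen proximity signal reports loss of binding between His-tagged CBF-beta and biotin-labelled RUNX1, each at 30 nM. Proteins are pre-associated for 20 minutes, compounds added for 15 minutes, then beads for 90 minutes, all at ambient temperature.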
KinaseGlo FLuc = blocks Kinase-Glo luciferase, a counter-screen artifact; hit rate 0.28% among 200,000; Kinase-Glo luciferase, ATP luminescence, 8 min; Q27757; Potency, µM (highest dose often 38.3 µM), inactives show at the highest dose activity change, negative = inhibition, usual class: inhibitors; AID 1379; further: potency means the concentration at half of the fitted maximal effect; on the % scale 0 is the no-effect control and ±100 the full control effect; nearly all actives have a fitted effect of over 60% in size
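Light output from Kinase-Glo luciferase with luciferin and 10 uM ATP in 50 mM imidazole pH 7.2, KCl, MgCl2, Tween 20, BSA; compound pin-delivered, 8-min ambient incubation, then luminescence read.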
IMPase Li cell = membrane-permeable IMPase blocker, potentiated with lithium. CHO-M1 cells, IP1 TR-FRET (IP-One), carbachol + lithium. Potency, µM (series often up to 59.4 µM), for inactives: at the top dose activity, negative = IMPase inhibition, usual class: inhibitors. hit rate 0.35% among 210,000. AID 1457;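 further: IP1 builds up when IMPase is blocked and the TR-FRET signal falls; potency means the concentration at half of the fitted maximal effect; plate controls were basal vehicle for no effect and high inhibitor control for full effect; nearly all actives have a fitted effect of over 50% in size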
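Test compounds were applied to CHO-M1 cells previously cultured for 16–30 h at 2000 per well. A small lithium amount accompanied them; after 30 min at 37C, IP1 was quantified by TR-FRET.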
HTT aggregate = inhibitors of mutant huntingtin aggregate formation in PC12 cells. hit rate 1.1% among 220,000. Potency, µM (top dose mostly 46.1 µM), without a hit: at the highest dose activity change, negative = inhibition, actives largely listed as inhibitors. PC12 HttQ103-GFP aggregates, Acumen cytometry, 40 h; further: potency means the concentration at half of the fitted maximal effect; on the % scale 0 is the no-effect control and ±100 the full control effect; nearly all actives have a fitted effect of over 60% in size
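PC12 cells with ecdysone-inducible HTT exon1 Q103-GFP, induced by 100 nM tebufenozide, given compounds in a concentration series. GFP aggregates (1–25 um, 6 SD above background) counted in lysates by laser-scanning cytometry, 488 nm excitation.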
Epigenetic reg = epigenetic control regulation, reporter derepression; Potency, µM (series often up to 53.9 µM), for the others: at the top dose GFP activation, most hits filed as activators; hit rate 0.2% among 280,000; AID 1865; murine LDR cells, GFP reporter derepression, 30 h; further: potency means the concentration at half of the fitted maximal effect; % of control where 0% means no effect; nearly all actives have a fitted effect of over 60% in size
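Derepression of a silenced CMV-GFP reporter in murine LDR cells is scored by enumerating GFP-positive cells with a laser-scanning microplate cytometer after 30 hours of treatment at 37 C.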
LMNA splice mod = LMNA splicing modulation; HeLa LMNA splicing GFP/RFP minigene ratio, 48 h; Potency, µM (doses to about 46.1 µM), inactives show at the top dose ratio change, negative = inhibition, most hits filed as inhibitors; hit rate 0.01% among 200,000; active means well fitted inhibition curve with a large enough effect in the signal ratio, with a control signal flat, not every such curve was filed as active; inconclusive means small, poorly fitted or top-dose-only effect, or effect the other way, or a change in a side signal; the % refers to the signal ratio; further: potency means the concentration at half of the fitted maximal effect; on the % scale 0 is the no-effect control and ±100 the full control effect
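Read-out is the ratio of GFP to DsRed2 object intensity, acquired by 488 nm laser-scanning cytometry on HeLa lamin A-EGFP minigene reporter cells. Compound incubation 48 hrs at 37 °C in Opti-MEM with 2% FBS; DMSO 0.5% final.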
NPSR antag = antagonists of human neuropeptide S receptor cAMP signaling | AID 1461 | hit rate 1% among 220,000 | Potency, µM (top dose mostly 38.3 µM), for inactives: at the top dose activity change, negative = inhibition, usual class: inhibitors | CHO-NPSR cells, cAMP TR-FRET, antagonist mode; further: potency means the concentration at half of the fitted maximal effect; on the % scale 0 is the no-effect control and ±100 the full control effect; nearly all actives have a fitted effect of over 50% in size; many of its hits are not listed in these tables
Target sequence (Q6W5P4 whole entry, looked up): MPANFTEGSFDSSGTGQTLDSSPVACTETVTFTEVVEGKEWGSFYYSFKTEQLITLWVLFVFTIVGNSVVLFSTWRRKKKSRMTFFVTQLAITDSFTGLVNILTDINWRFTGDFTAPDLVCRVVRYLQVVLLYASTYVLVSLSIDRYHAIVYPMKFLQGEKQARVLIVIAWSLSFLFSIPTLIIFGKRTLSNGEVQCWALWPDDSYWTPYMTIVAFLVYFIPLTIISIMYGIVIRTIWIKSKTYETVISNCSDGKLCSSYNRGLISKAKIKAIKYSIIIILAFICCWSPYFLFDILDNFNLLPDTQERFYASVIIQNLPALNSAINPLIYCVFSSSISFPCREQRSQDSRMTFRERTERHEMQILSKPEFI
* marks the source's active call; other numbers are inactive results; ? = inconclusive; nt = not tested or not shown; [ ] = dose if it differs, or a comment. Unless noted, the call rests on the fitted dose curve; in most records, active means well fitted curve in the direction sought with a large enough effect; inconclusive means small, poorly fitted or top-dose-only effect, or another doubt; inactive means no such curve, though single readings can be large; an effect the other way counts as inactive or inconclusive. Not all compounds are listed (hit frequency here may not be typical).

Preview (3 entries):
Fields – CBFb-RUNX1 inh, KinaseGlo FLuc, IMPase Li cell, HTT aggregate, Epigenetic reg, LMNA splice mod, NPSR antag
1	Cc1cc(C(=O)c2ccccc2)c(NC(=O)CN2CCOCC2)s1
  -5%, -3%, 5%, -16%, 0.0%, -8%, 6%
2	Cc1cc(-c2nnc(SCC(=O)Nc3ccccc3C(F)(F)F)o2)c(C)n1-c1ccccc1
  -2%, 1%, 22%[38.3 µM], ?, -1.0%, 0%, -4%[46.1 µM]
3	COc1ccccc1N1CCN(C(=O)CN(Cc2ccccc2)S(C)(=O)=O)CC1
  5%, 5%, 0%[38.3 µM], -14%, -1.0%, -13%, -6%[46.1 µM]

Main list (from the top)
Fields – CBFb-RUNX1 inh, KinaseGlo FLuc, IMPase Li cell, HTT aggregate, Epigenetic reg, LMNA splice mod, NPSR antag
1	Cc1cc(C(=O)c2ccccc2)c(NC(=O)CN2CCOCC2)s1
  -5%, -3%, 5%, -16%, 0.0%, -8%, 6%
2	Cc1cc(-c2nnc(SCC(=O)Nc3ccccc3C(F)(F)F)o2)c(C)n1-c1ccccc1
  -2%, 1%, 22%[38.3 µM], ?, -1.0%, 0%, -4%[46.1 µM]
3	COc1ccccc1N1CCN(C(=O)CN(Cc2ccccc2)S(C)(=O)=O)CC1
  5%, 5%, 0%[38.3 µM], -14%, -1.0%, -13%, -6%[46.1 µM]
4	CC(OC(=O)c1cccc(NS(C)(=O)=O)c1)C(=O)Nc1ccc(N2CCOCC2)cc1 (configuration not stated)
  -9%, 0%, 27%[38.3 µM], ?, 0.9%, 1%, -12%[46.1 µM]
5	CCOc1ccc(C2N(c3ccc(OC)cc3)C(=O)C3CCCN32)cc1OC (configuration not stated)
  -2%, -2%, -7%[38.3 µM], 14%, -1.4%, 5%, -7%[46.1 µM]
6	c1ccc(-c2cc3c(ccc4nonc43)nn2)cc1
  2%, -6%, -7%[38.3 µM], 8%, 2.9%, 1%, 12%[46.1 µM]
7	Cc1ccc(NC(=O)CSc2nc3ccccc3c(=O)n2CCCC(=O)NCCCN2CCOCC2)cc1
  -5%, 3%, 7%, -11%, -2.1%, -6%[46 µM], -12%
8	CS(=O)(=O)N(CC(=O)N1CCCCCC1)Cc1ccc(Cl)cc1
  1%, 19%, 7%[38.3 µM], -16%, -1.0%, -3%, -7%[46.1 µM]
9	O=C1COc2ccc(C(=O)COC(=O)c3ccco3)cc2N1
  8%, nt, nt, -8%[9.22 µM], -2.6%, nt, 2%
10	CCCc1cc(=O)oc2cc(OCC(=O)Nc3ccc4c(c3)OCCO4)ccc12
  -3%, -3%, 21%[38.3 µM], -9%, 0.0%, 6%, -7%[46.1 µM]
11	O=C(CC(c1ccc(F)cc1)c1ccco1)Nc1nccs1 (configuration not stated)
  -1%, -2%, 12%, 2%[9.22 µM], -1.1%, ?, 30%
12	COc1ccccc1-c1coc2cc(OCC(=O)OCc3ccccc3)ccc2c1=O
  5%, nt, nt, 7%, -0.9%, -13%, -14%[46.1 µM]
13	O=C(Nc1ccc2c(c1)CCC2)c1cccs1
  13%, -19%, 7%, 21%[9.22 µM], -1.1%, ?, -14%
14	O=C(NN=C1c2ccccc2-c2ccccc21)c1ccccc1
  ?, 0%, -5%[38.3 µM], -2%, -1.0%, 11%, 2%[46.1 µM]
15	CC1CC(Nc2ccccc2)c2ccccc2N1C(=O)c1ccncc1 (configuration not stated)
  -7%, 3%, 2%, -13%, 0.0%, ?, -11%
16	Cc1cccc(-n2ncc3c(N4CCc5ccccc54)ncnc32)c1
  1%, 14%, 5%[38.3 µM], 3%, -0.2%, 4%, 4%[46.1 µM]
17	COc1cc(-c2cc(C(=O)N3CCN(c4ccccn4)CC3)c3ccccc3n2)cc(OC)c1OC
  -7%, -4%, -29%[38.3 µM], 17%, -1.6%, ?, ?
18	O=C(c1ccc(Br)cc1)N(C1=NCCCCS1)c1ccccc1
  7%, 3%, 14%, 8%, -3.4%, 0%, -29%[46.1 µM]
19	O=C(NNc1ccc([N+](=O)[O-])cc1)c1ccccc1F
  -3%, -4%, 9%, 13%[9.22 µM], -0.8%[10.1 µM], 7%[9.22 µM], -9%
20	COc1ccc(Cl)cc1NC(=O)CS(=O)(=O)c1cccc2nsnc12
  -10%, -2%, -1%[38.3 µM], 11%, -4.3%, -1%, -20%[46.1 µM]
21	CC(C)c1ccc(NC(=S)NNC(=O)c2cccnc2)cc1
  -3%, 2%, 1%, -14%[9.22 µM], -3.1%, 30%[46 µM], -3%
22	COc1ccc2[nH]c3ccc(OC)cc3c2c1
  -15%, -3%, -4%[38.3 µM], 9%, -0.7%, -1%, 13%[46.1 µM]
23	CN(C)CCN1CCc2ccccc21
  -3%, 6%, -2%[38.3 µM], 1%, -2.9%, ?, -9%[46.1 µM]
24	CCCCn1c(SCC(=O)N2CCCc3ccccc32)nc2c1c(=O)n(C)c(=O)n2C
  5%, -3%, -4%[38.3 µM], -25%, -0.4%, -8%, -13%[46.1 µM]
25	CCN1CCN(CC(=O)N/N=C/c2ccc(F)cc2F)CC1
  1%, -1%, -6%, 22%, -1.0%, ?, 17%
26	CCc1nc(Nc2ccc(N3CCN(C(C)=O)CC3)cc2)c2oc3ccccc3c2n1
  nt, nt, nt, ?, -1.8%, -15%, ?
27	Cc1ccc2cc(C(c3nnnn3C3CCCC3)N(Cc3cccnc3)Cc3ccco3)c(=O)[nH]c2c1 (configuration not stated)
  -6%, -1%, 26%[38.3 µM], -12%, 0.1%, -4%, ?
28	O=C(COC(=O)c1ccc(Oc2ccccc2)cc1)Nc1nnc(-c2ccccc2)o1
  ?, 3%, 2%[38.3 µM], -1%, 0.0%, ?, 4%[46.1 µM]
29	COc1cc(/C=N/NC(=O)Cn2nc([N+](=O)[O-])cc2C)cc(Br)c1OCc1ccccc1
  -2%, -3%, 26%[38.3 µM], 3%, 2.1%, -4%, -9%[46.1 µM]
30	COC(=O)C(CCSC)NC(=O)c1cccc([N+](=O)[O-])c1 (configuration not stated)
  1%, -6%, 0%[38.3 µM], -3%, 0.0%, -3%, 1%[46.1 µM]
31	O=C(O)CSCCOc1ccc(OCCSCC(=O)O)cc1
  11%, -1%, -5%, 5%, -8.2%, -7%, 11%
32	O=C(C1COc2ccccc2O1)N1CCN(c2ccc(F)cc2)CC1 (configuration not stated)
  -4%, 1%, 6%[38.3 µM], 10%[9.22 µM], 0.7%, 1%, -5%[46.1 µM]
33	Cc1ccccc1Cn1cc(NC(=O)c2cc(-c3ccco3)on2)cn1
  2%, 2%, -5%, 7%, ?, ?, -10%
34	Cc1ccc(NC(=O)CCSc2nnc(-c3ccco3)o2)cc1
  8%, 1%, 22%[38.3 µM], -18%, 12%, -3%, -17%[46.1 µM]
35	Cc1ccc(S(=O)(=O)NCc2ccccc2)cc1
  20%[21.7 µM], -3%, 23%, nt, 0.6%, nt, nt
36	CCOc1ccccc1C(=O)Nc1ccccc1O
  3%, 1%, 31%[38.3 µM], -16%, -1.1%, -8%, -9%[46.1 µM]
37	O=C(CCCCCN1C(=O)c2cccc3cccc(c23)C1=O)NCc1cccnc1
  9%, nt, nt, 1%[9.22 µM], -3.2%, nt, 13%
38	Cc1ccc(C)n1-n1c(C)nc2scc(-c3ccccc3)c2c1=O
  -2%, 2%, 32%[38.3 µM], 30%, 0.1%, -6%, -21%[46.1 µM]
39	CCCCCNC(=O)C(C)NS(=O)(=O)c1ccc(OC)cc1 (configuration not stated)
  4%, -2%, -7%[38.3 µM], 21%, -0.7%, 2%, -11%[46.1 µM]
40	Cc1cccc(C)c1NC(=O)COC(=O)c1ccccc1Nc1ccccc1
  -2%, 2%, 1%, 6%, 2.5%, 1%, -8%

Full records as entered above:
`O=C(O)CSCCOc1ccc(OCCSCC(=O)O)cc1` as listed: CBFb-RUNX1 inh = 11%; KinaseGlo FLuc = -1%; IMPase Li cell = -5%; HTT aggregate = 5%; Epigenetic reg = -8.2%; LMNA splice mod = -7%; NPSR antag = 11%
`CCCCn1c(SCC(=O)N2CCCc3ccccc32)nc2c1c(=O)n(C)c(=O)n2C` as listed: CBFb-RUNX1 inh = 5%; KinaseGlo FLuc = -3%; IMPase Li cell = -4%[38.3 µM]; HTT aggregate = -25%; Epigenetic reg = -0.4%; LMNA splice mod = -8%; NPSR antag = -13%[46.1 µM]

The list goes on:
Fields – CBFb-RUNX1 inh, KinaseGlo FLuc, IMPase Li cell, HTT aggregate, Epigenetic reg, LMNA splice mod, NPSR antag
41	COCc1cc(C2C(C(=O)c3ccco3)=C(O)C(=O)N2CCOCCO)ccc1O (configuration not stated)
  0%, -7%, 14%[38.3 µM], 7%, -1.0%, 7%, 6%[46.1 µM]
42	CC(=O)C(N=Nc1ccccc1)(Sc1nnc(-c2ccccc2)n1-c1ccccc1)C(=O)Nc1ccccc1 (configuration not stated)
  -21%, -3%, 14%[38.3 µM], 16%, 3.7%, 11%, -15%[46.1 µM]
43	CSc1ccc(/C=N/NC(=O)c2cccc(O)c2)cc1
  1%, ?, 5%[38.3 µM], 5%, 3.1%, 4%, -7%[46.1 µM]
44	O=C(C1CCCCC1)N1CC(=O)N2CCc3ccccc3[C@@H]2C1
  1%[21.7 µM], -1%[17.1 µM], 11%, 38%, 1.4%[16.9 µM], ?, nt
45	Nn1c(Cc2ccccc2)n[nH]c1=S
  -4%, -3%, -3%, -12%[9.22 µM], -0.1%, 1%[46 µM], -9%
